Compound activity deposited in PubChem BioAssay by several laboratories.
KCNK9 inh = KCNK9 potassium channel inhibitors, primary screen, HEK293 cells, thallium flux; B-score at 10 µM; 310,000 tested, 1.2% active; FluxOR thallium flux fluorescence; stronger effect = lower value;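 active = ratio B-score over 3 SD below the library mean, with starting fluorescence within 5 SD of its mean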;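 note: negative B-score means less thallium flux so channel inhibition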
ANO1 activ = TMEM16A chloride channel activators or potentiators, primary screen, cell-based, HTS. 340,000 tested, 0.3% active. B-score at 10 µM. AID 623877, 2012. HEK293 TMEM16A/YFP-H148Q/I152L, iodide quench fluorescence; stronger effect = lower value;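 active = fluorescence-ratio B-score plate-corrected deviation score at least 3 library SD below zero, with starting fluorescence score within 5 deviations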;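 note: channel opened by trigger with iodide after compound preincubation; score built on the fluorescence ratio of max minus min over baseline; more negative score means more quench and so TMEM16A activation or potentiation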
HDAC3 inhib = HDAC3 deacetylase inhibitors, primary screen, biochemical, fluorescence, cell-free homogeneous; inhibition, % at 8.3 µM; AID 2718, 2010; 320,000 tested, 0.15% active; recombinant HDAC3, fluorogenic peptide/trypsin coupled; Histone deacetylase 3 (Homo sapiens), O15379; in the data active = inhibition above about 26%, passing the limit was not always enough
KCNQ1 pot = potentiators or activators of KCNQ1 channel, primary screen, cell-based, thallium flux, high-throughput. 310,000 tested, 0.35% active. Potassium voltage-gated channel subfamily KQT member 1 (Homo sapiens), P51787. AID 2648, 2010. B-score at 10 µM. CHO-K1 KCNQ1, thallium flux FluxOR fluorescence; stronger effect = higher value;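 active = fluorescence ratio B-score, a plate-corrected score, at least three library SD, with initial intensity B-score within 5 SD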
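Material: CHO-K1 cells stably expressing KCNQ1. Medium: assay buffer for compound exposure, DMSO matched across wells. Reagent: K+/Tl+ depolarizing stimulus. Compound dosing: single-concentration screen. Times: 37 °C overnight plating, 90-min dark dye load, 20-min compound pretreatment. Technique: FluxOR Tl+ flux fluorescence.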
hERG protect = hERG rescue from dofetilide block, primary screen, cell-based, CHO-hERG, FluxOR thallium flux, dofetilide IC70. AID 1511, 2009. activation (rescue from dofetilide block), less the hit threshold, % at 10 µM. Voltage-gated inwardly rectifying potassium channel KCNH2 (Homo sapiens), Q12809. dofetilide IC70 present. 310,000 tested, 0.51% active;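 active = activation above the mean of controls blocked by dofetilide plus 5 SD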;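 note: thallium influx through hERG after potassium depolarization seen as dye fluorescence rise; in these data hits start at about 4.7%; inactives centre near -7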
KCNQ1 inh = inhibitors of human KCNQ1 channel, primary screen, cell-based, thallium flux, high-throughput | Potassium voltage-gated channel subfamily KQT member 1 (Homo sapiens), P51787 | CHO-K1 KCNQ1, FluxOR thallium flux fluorescence; stronger effect = higher value | B-score at 10 µM | 310,000 tested, 1.3% active;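 active = compounds whose thallium flux B-score, printed positive for inhibition, exceeds three library SD while starting fluorescence stays within three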;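 note: channel opened by potassium depolarization with thallium stimulus after 20 min compound exposure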
Dyrk1A ADPGlo = rat Dyrk1A kinase inhibitors, primary screen, biochemical, single point, plate reader | Dual specificity tyrosine-phosphorylation-regulated kinase 1A (Rattus norvegicus), Q63470 | 310,000 tested, 0.43% active | ADP-Glo luminescence, NFATc1 peptide | inhibition, % at 12.5 µM; in the data active = inhibition above about 50%;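 note: plate controls were vehicle with enzyme for no effect and no enzyme for full effect; many of its hits are not listed in these tables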
TMEM16A inh = TMEM16A chloride channel inhibitors, primary screen, cell-based, HTS. Anoctamin-1 (Mus musculus), Q8BHY3. HEK293 TMEM16A/YFP iodide influx fluorescence, ionomycin. normalized B-score (activity score, 25-100; higher = stronger inhibition) at 10 µM. 310,000 tested, 1.2% active;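 active = ratio plate-corrected score three or more library SD toward inhibition, starting fluorescence score within five deviations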;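 note: score derived from kinetic fluorescence span divided by baseline fluorescence per well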
TRPC4 PAM = positive allosteric modulators of TRPC4, primary screen, cell-based, mouse TRPC4beta, HEK293 mu-opioid, Fluo-4 calcium | DAMGO EC20, Fluo-4 Ca2+ flux; stronger effect = higher value | 310,000 tested, 0.42% active | B-score at 10 µM | Short transient receptor potential channel 4 (Mus musculus), Q9QUQ5;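 active = B-score of calcium response area above 5 SD of library B-scores, with initial fluorescence ratio within 5 SD of library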;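 note: B-score of integrated fluorescence ratio over time as area under calcium response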
Target sequence (Q9QUQ5 whole entry, looked up): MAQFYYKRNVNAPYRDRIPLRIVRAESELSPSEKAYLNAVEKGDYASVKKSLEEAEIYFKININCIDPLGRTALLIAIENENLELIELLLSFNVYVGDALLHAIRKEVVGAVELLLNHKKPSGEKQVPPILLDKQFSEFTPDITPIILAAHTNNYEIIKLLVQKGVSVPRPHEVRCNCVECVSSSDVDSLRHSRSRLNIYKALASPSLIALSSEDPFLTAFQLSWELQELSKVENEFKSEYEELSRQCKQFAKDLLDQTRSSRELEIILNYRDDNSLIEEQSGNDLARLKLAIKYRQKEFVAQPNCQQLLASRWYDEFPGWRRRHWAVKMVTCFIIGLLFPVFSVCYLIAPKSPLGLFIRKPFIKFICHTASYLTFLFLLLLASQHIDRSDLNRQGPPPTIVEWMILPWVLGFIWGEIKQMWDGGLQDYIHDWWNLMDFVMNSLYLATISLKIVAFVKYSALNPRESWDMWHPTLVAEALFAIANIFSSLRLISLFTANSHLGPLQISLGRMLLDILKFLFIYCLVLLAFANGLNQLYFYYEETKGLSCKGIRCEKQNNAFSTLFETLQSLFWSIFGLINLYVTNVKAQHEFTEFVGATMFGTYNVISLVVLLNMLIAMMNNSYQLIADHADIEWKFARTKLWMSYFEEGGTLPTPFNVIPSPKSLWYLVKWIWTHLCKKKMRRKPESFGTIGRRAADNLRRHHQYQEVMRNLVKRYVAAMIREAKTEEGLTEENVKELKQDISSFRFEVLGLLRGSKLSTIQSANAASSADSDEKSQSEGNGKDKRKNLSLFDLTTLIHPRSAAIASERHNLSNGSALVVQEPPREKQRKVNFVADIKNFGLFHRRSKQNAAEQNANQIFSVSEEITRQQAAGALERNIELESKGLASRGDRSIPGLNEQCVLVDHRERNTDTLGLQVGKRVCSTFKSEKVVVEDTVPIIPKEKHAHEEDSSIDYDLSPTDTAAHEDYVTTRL
TRPC4 act = activators of mouse TRPC4 channel, primary screen, Fluo4 calcium, HEK293 TRPC4beta/mu-opioid cells; AID 2237, 2010; 310,000 tested, 0.49% active; Short transient receptor potential channel 4 (Mus musculus), Q9QUQ5; Fluo4 calcium fluorescence; stronger effect = higher value; B-score at 10 µM;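 active = B-score above 5 SD of library B-scores, and initial fluorescence ratio not above library mean plus 5 SD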;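 note: positive B-score marks a calcium rise read as TRPC4 activation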
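System – HEK293 cells stably co-expressing mouse TRPC4beta and mu-opioid receptor · Signal – Fluo4 calcium-sensitive dye fluorescence, kinetic, 1 Hz baseline · Benchmarks – buffer (low) and maximal DAMGO (high) · Read-out – B score of integrated fluorescence ratio per well · Incubation – dye loading 45 min room temperature, 110 s kinetic read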
KCNK3 block = human KCNK3 channel inhibitors, primary screen, CHO cells, FluxOR thallium flux, B-score; Potassium channel subfamily K member 3 (Homo sapiens), O14649; FluxOR fluorescence; stronger effect = lower value; B-score at 10 µM; 340,000 tested, 0.84% active; AID 602410, 2012;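 active = B-score under library mean minus 4 SD, starting fluorescence ratio at most library mean plus 5 SD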;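 note: more negative B-score means stronger inhibition of thallium flux through KCNK3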
The depositor's hits bear a star.

How did CN(C1=NC(=O)CS1)c1ccc(O)cc1 do in these assays?
KCNK9 inh: inactive; ANO1 activ: inactive; HDAC3 inhib: -4; KCNQ1 pot: inactive; hERG protect: -9; KCNQ1 inh: inactive; Dyrk1A ADPGlo: -5; TMEM16A inh: inactive; TRPC4 PAM: inactive; TRPC4 act: inactive; KCNK3 block: inactive

What do the screens show for `COc1cccc(-n2nnnc2SCC(=O)Nc2ccc3c(c2)OCCO3)c1`?
KCNK9 inh: inactive; ANO1 activ: inactive; HDAC3 inhib: 2; KCNQ1 pot: inactive; hERG protect: -7; KCNQ1 inh: inactive; Dyrk1A ADPGlo: 3; TMEM16A inh: inactive; TRPC4 PAM: inactive; TRPC4 act: inactive; KCNK3 block: inactive

What do the screens show for `CCOC(=O)c1ccccc1NC(=O)CN1CCC(n2nnc3cc(C(F)(F)F)ccc32)CC1`?
KCNK9 inh: inactive; ANO1 activ: inactive; HDAC3 inhib: 4; KCNQ1 pot: inactive; hERG protect: -12; KCNQ1 inh: inactive; Dyrk1A ADPGlo: -7; TMEM16A inh: inactive; TRPC4 PAM: inactive; TRPC4 act: inactive; KCNK3 block: inactive

How did Cc1cc(C)cc(N(CC(=O)N2CCN(Cc3ccccc3)CC2)S(=O)(=O)c2c(C)noc2C)c1 do in these assays?
KCNK9 inh: inactive; ANO1 activ: inactive; HDAC3 inhib: 2; KCNQ1 pot: inactive; hERG protect: -5; KCNQ1 inh: inactive; Dyrk1A ADPGlo: -1; TMEM16A inh: inactive; TRPC4 PAM: inactive; TRPC4 act: inactive; KCNK3 block: inactive

How did CCOC(=O)N1CCN(c2c(N3CCc4ccccc43)c(=O)c2=O)CC1 do in these assays?
KCNK9 inh: inactive; ANO1 activ: inactive; HDAC3 inhib: 8; KCNQ1 pot: inactive; hERG protect: -15; KCNQ1 inh: inactive; Dyrk1A ADPGlo: 6; TMEM16A inh: inactive; TRPC4 PAM: inactive; TRPC4 act: inactive; KCNK3 block: inactive

Results for Cc1ccc(NS(=O)(=O)c2cccc(C(=O)N(C)Cc3cccs3)c2)cc1 ?
KCNK9 inh: inactive; ANO1 activ: inactive; HDAC3 inhib: -2; KCNQ1 pot: inactive; hERG protect: -11; KCNQ1 inh: inactive; Dyrk1A ADPGlo: 6; TMEM16A inh: inactive; TRPC4 PAM: inactive; TRPC4 act: inactive; KCNK3 block: inactive

How did Cc1c(NC(=O)c2cnc(Cl)c(Cl)c2)c(=O)n(-c2ccccc2)n1C do in these assays?
KCNK9 inh: inactive; ANO1 activ: inactive; HDAC3 inhib: -1; KCNQ1 pot: inactive; hERG protect: -8; KCNQ1 inh: inactive; Dyrk1A ADPGlo: 1; TMEM16A inh: inactive; TRPC4 PAM: inactive; TRPC4 act: inactive; KCNK3 block: inactive

What do the screens show for `COc1ccc(CN2CC(C(=O)NCCc3ccccc3)CC2=O)cc1` (stereo not drawn)?
KCNK9 inh: inactive; ANO1 activ: inactive; HDAC3 inhib: 1; KCNQ1 pot: inactive; hERG protect: -17; KCNQ1 inh: inactive; Dyrk1A ADPGlo: 1; TMEM16A inh: inactive; TRPC4 PAM: inactive; TRPC4 act: inactive; KCNK3 block: inactive

What do the screens show for `O=C(NNC(=S)NCc1ccccc1)c1ccc(Br)o1`?
KCNK9 inh: inactive; ANO1 activ: inactive; HDAC3 inhib: -4; KCNQ1 pot: inactive; hERG protect: -2; KCNQ1 inh: inactive; Dyrk1A ADPGlo: 8; TMEM16A inh: inactive; TRPC4 PAM: inactive; TRPC4 act: inactive; KCNK3 block: inactive

Results for O=C(CCC(=O)Nc1ccccc1)NCCO ?
KCNK9 inh: inactive; ANO1 activ: inactive; HDAC3 inhib: 2; KCNQ1 pot: inactive; hERG protect: -8; KCNQ1 inh: inactive; Dyrk1A ADPGlo: -5; TMEM16A inh: inactive; TRPC4 PAM: inactive; TRPC4 act: inactive; KCNK3 block: inactive

Results for COc1ccc(S(=O)(=O)Nc2c(O)ccc3ccccc23)cc1OC ?
KCNK9 inh: inactive; ANO1 activ: inactive; HDAC3 inhib: 3; KCNQ1 pot: inactive; hERG protect: -5; KCNQ1 inh: inactive; Dyrk1A ADPGlo: 0; TMEM16A inh: inactive; TRPC4 PAM: inactive; TRPC4 act: inactive; KCNK3 block: inactive

What do the screens show for `CC(Nc1ccccc1CO)C(=O)Nc1cccc(Cl)c1Cl` (stereo not drawn)?
KCNK9 inh: inactive; ANO1 activ: inactive; HDAC3 inhib: 6; KCNQ1 pot: inactive; hERG protect: -20; KCNQ1 inh: inactive; Dyrk1A ADPGlo: -7; TMEM16A inh: inactive; TRPC4 PAM: inactive; TRPC4 act: inactive; KCNK3 block: inactive

Results for CCCCCCCCS(=O)C1CS(=O)(=O)CC1O (stereo not drawn) ?
KCNK9 inh: inactive; ANO1 activ: inactive; HDAC3 inhib: 0; KCNQ1 pot: inactive; hERG protect: -2; KCNQ1 inh: inactive; TMEM16A inh: inactive; TRPC4 PAM: inactive; TRPC4 act: inactive; KCNK3 block: inactive

What do the screens show for `OC(c1cccc(OCc2ccccc2)c1)c1nnc(-c2ccccc2)o1` (stereo not drawn)?
KCNK9 inh: inactive; ANO1 activ: inactive; HDAC3 inhib: 0; KCNQ1 pot: inactive; hERG protect: -5; KCNQ1 inh: inactive; Dyrk1A ADPGlo: 13; TMEM16A inh: inactive; TRPC4 PAM: inactive; TRPC4 act: inactive; KCNK3 block: inactive

What do the screens show for `O=C(CC(c1ccccc1)c1ccccc1)Nc1ncn[nH]1`?
KCNK9 inh: inactive; ANO1 activ: inactive; HDAC3 inhib: -3; KCNQ1 pot: 24*; hERG protect: -2; KCNQ1 inh: inactive; Dyrk1A ADPGlo: 4; TMEM16A inh: inactive; TRPC4 PAM: inactive; TRPC4 act: inactive; KCNK3 block: inactive

How did CC(=O)Nc1cccc(-c2nnc3n2CC(C)S3)c1 (stereo not drawn) do in these assays?
KCNK9 inh: inactive; ANO1 activ: inactive; HDAC3 inhib: 2; KCNQ1 pot: inactive; hERG protect: -4; KCNQ1 inh: inactive; Dyrk1A ADPGlo: 18; TMEM16A inh: inactive; TRPC4 PAM: inactive; TRPC4 act: inactive; KCNK3 block: inactive

What do the screens show for `CCn1cc(C(=O)N2CCCC2)c(=O)c2cc(S(=O)(=O)N3CCOCC3)ccc21`?
KCNK9 inh: inactive; ANO1 activ: inactive; HDAC3 inhib: -6; KCNQ1 pot: inactive; hERG protect: -9; KCNQ1 inh: inactive; Dyrk1A ADPGlo: 1; TMEM16A inh: inactive; TRPC4 PAM: inactive; TRPC4 act: inactive; KCNK3 block: inactive

Results for COc1cccc(N(C(=O)Cn2nnc(-c3ccc(Cl)cc3)n2)C(C(=O)NCC2CCCO2)c2ccc(C)cc2)c1 (stereo not drawn) ?
KCNK9 inh: inactive; ANO1 activ: inactive; HDAC3 inhib: -5; KCNQ1 pot: inactive; hERG protect: -2; KCNQ1 inh: inactive; Dyrk1A ADPGlo: -4; TMEM16A inh: inactive; TRPC4 PAM: inactive; TRPC4 act: inactive; KCNK3 block: inactive

How did COc1cc2c(=O)n(Cc3ccccc3)c(=O)n(CC(=O)NCc3ccco3)c2cc1OC do in these assays?
KCNK9 inh: inactive; ANO1 activ: inactive; KCNQ1 pot: inactive; hERG protect: -2; KCNQ1 inh: inactive; Dyrk1A ADPGlo: 3; TRPC4 PAM: inactive; TRPC4 act: inactive; KCNK3 block: inactive

Results for O=C(COC(=O)CCc1ccccc1)Nc1ncc(Cl)cc1Cl ?
KCNK9 inh: inactive; ANO1 activ: inactive; HDAC3 inhib: 0; KCNQ1 pot: inactive; hERG protect: -5; KCNQ1 inh: inactive; Dyrk1A ADPGlo: -12; TMEM16A inh: inactive; TRPC4 PAM: inactive; TRPC4 act: inactive; KCNK3 block: inactive

What do the screens show for `CN(C)CCNc1ncnc2c1sc1nc(N3CCCC3)c3c(c12)CC(C)(C)OC3`?
KCNK9 inh: inactive; ANO1 activ: inactive; HDAC3 inhib: 13; KCNQ1 pot: inactive; hERG protect: 1; KCNQ1 inh: inactive; Dyrk1A ADPGlo: -7; TMEM16A inh: inactive; TRPC4 PAM: inactive; TRPC4 act: inactive; KCNK3 block: inactive

What do the screens show for `Cc1onc(-c2c(F)cccc2Cl)c1C(=O)NCCCN1CCOCC1`?
KCNK9 inh: inactive; ANO1 activ: inactive; HDAC3 inhib: -4; KCNQ1 pot: inactive; hERG protect: -8; KCNQ1 inh: inactive; Dyrk1A ADPGlo: -16; TMEM16A inh: inactive; TRPC4 PAM: inactive; TRPC4 act: inactive; KCNK3 block: inactive

What do the screens show for `CCOc1ccc(C(=O)Nc2cccc(-c3nc4ccccc4[nH]3)c2C)cc1[N+](=O)[O-]`?
KCNK9 inh: inactive; ANO1 activ: inactive; HDAC3 inhib: 1; KCNQ1 pot: inactive; hERG protect: -6; KCNQ1 inh: inactive; Dyrk1A ADPGlo: -2; TMEM16A inh: inactive; TRPC4 PAM: inactive; TRPC4 act: inactive; KCNK3 block: inactive

Results for CCCCN(C)C(=O)C(Cc1ccccc1)NS(=O)(=O)c1ccc2c(c1)c(=O)n(C)c(=O)n2C (stereo not drawn) ?
KCNK9 inh: inactive; ANO1 activ: inactive; HDAC3 inhib: -5; KCNQ1 pot: inactive; hERG protect: -29; KCNQ1 inh: inactive; Dyrk1A ADPGlo: 4; TMEM16A inh: inactive; TRPC4 PAM: inactive; TRPC4 act: inactive; KCNK3 block: inactive

Not all compounds are listed; rates above refer to the full screens.
